Compound activity: PubChem BioAssay, several laboratories
GPR35 antagonists: GPR35 antagonists blocking zaprinast-driven arrestin recruitment, primary screen, imaging, U2OS, beta-arrestin-GFP, zaprinast agonist (AID 2058). G-protein coupled receptor 35 (Homo sapiens). U2OS GPR35 beta-arrestin-GFP translocation imaging, zaprinast antagonism; higher % means a stronger effect. one-dose inhibition, % at 10 µM; IC50 in µM for titrated hits. actives 0.052% (n = 290,000);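 active = inhibition of at least 50% with at least 30 cells and total cytoplasm GFP at most 10,000,000; inconclusive = under 30 cells or total GFP of 10,000,000 plus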
AID2073: inhibitors of Mint1-CaV2.2 protein interaction, biochemical, HTRF (AID 2073); actives 0.19% (n = 290,000); inhibition, % at 20 µM; hits with a dose series show IC50 in µM; HTRF protein-protein interaction, Mint1-CaV2.2; higher % means a stronger effect; in the data active = inhibition mostly above about 51%, no sharp cut-off; inconclusive = no clear call, values can overlap the other calls; inactive = mostly below about 53%; note: some results filed as inactive read as strong as hits
UTI89 phage lysis: inhibition of K1F phage lysis, E. coli UTI89, bacterial capsule biogenesis inhibitors, alamar blue (AID 488966). E. coli UTI89 K1F phage lysis, alamar blue, 2 h; higher % means a stronger effect. actives 0.02% (n = 340,000). inhibition, % at 100 µM, or IC50 in µM where a hit was titrated;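 active = phage lysis inhibition, versus mean bacterial control, above a set limit; inconclusive = no clear call, values can overlap the other calls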;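 note: capsule biogenesis inhibitors block K1F phage lysis so surviving cells raise fluorescence; higher fluorescence means more inhibition of phage lysis; actives were called in the ten point dose series up to 300 µM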
WT yeast gro inh: growth inhibition of WT strain, primary screen, mitochondrial fusion inhibitor project, WT and mutant strains, chemical genetic | mitochondrial fusion phenotypic screen | inhibition, % at 10 µM | actives 2.1% (n = 190,000); in the data active = inhibition above about 58%; tested in S. cerevisiae
Dengue-2 NS5 capping: Dengue-2 NS5 methyltransferase inhibitors, primary screen, biochemical, confirmation dose response (AID 588689) | Dengue-2 NS5 methyltransferase capping enzyme assay, biochemical; higher % means a stronger effect | inhibition, % at 25 µM, or IC50 in µM where a hit was titrated | actives 0.3% (n = 340,000); in the data active = a potency from the dose series; inconclusive = inhibition above about 29% without an active follow-up result
RSV CPE inhibition: RSV antiviral activity via CPE protection, HEp-2 cells, primary 10 µM value included (AID 2391) | HEp-2 cells, RSV-induced CPE inhibition; higher % means a stronger effect | one-dose CPE inhibition, % at 10 µM; IC50 in µM for titrated hits | actives 0.13% (n = 310,000); in the data active = a potency from the dose series; inconclusive = CPE inhibition mostly from about 23% at the one dose, without a potency; inactive = the rest, 99 in 100 with CPE inhibition below about 21%; note: strong numbers were not always called active
LYP inhibition: inhibitors of LYP phosphatase, biochemical, fluorescence intensity, uHTS (AID 1779); actives 0.054% (n = 290,000); inhibition, % at 11.5 µM; hits with a dose series show IC50 in µM; recombinant LYP phosphatase, fluorescence intensity; higher % means a stronger effect; in the data active = inhibition above about 50%;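 note: plate controls were vehicle with enzyme for no effect and no enzyme for full effect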
NTR1 agonist: agonists of NTR1, primary screen, imaging, U2OS cells, beta-arrestin-GFP, high content (AID 493036); Neurotensin receptor type 1 (Homo sapiens), P30989; NTR1-U2OS beta-arrestin-GFP spot imaging, agonist mode; activation, % at 20 µM; actives 0.17% (n = 330,000);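 active = activation at or above 40% of the spot to cytoplasm intensity ratio, with at least 20 cells analyzed; inconclusive = wells under 20 cells, flagged as cytotoxic or low count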;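 note: 0% = DMSO without peptide and 100% = 100 nM NTR1 peptide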
Target sequence (P30989 whole entry, looked up): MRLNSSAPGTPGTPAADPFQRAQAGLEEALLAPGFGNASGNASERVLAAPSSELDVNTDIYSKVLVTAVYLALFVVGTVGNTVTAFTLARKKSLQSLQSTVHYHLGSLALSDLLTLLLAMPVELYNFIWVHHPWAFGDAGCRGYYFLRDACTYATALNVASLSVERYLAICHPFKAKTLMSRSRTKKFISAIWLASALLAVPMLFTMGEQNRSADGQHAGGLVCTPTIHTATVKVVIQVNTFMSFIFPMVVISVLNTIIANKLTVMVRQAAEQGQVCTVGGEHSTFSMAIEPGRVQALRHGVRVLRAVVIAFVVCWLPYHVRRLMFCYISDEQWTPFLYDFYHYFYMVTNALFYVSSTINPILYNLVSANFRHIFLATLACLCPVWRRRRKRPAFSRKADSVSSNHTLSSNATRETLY
Autophagy HCS: autophagy modulators in MEF cells, primary screen, imaging, high-content, MEF GFP-LC3; MEF GFP-LC3 puncta imaging; test concentration mostly 10 µM; calls only at 10 µM (by protocol); actives 0.98% (n = 190,000); AID 463193, 2010;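 active = percentage of spot-positive cells more than 3 SD above its plate mean, without a fluorescence outlier flag or 80% toxicity; inconclusive = no clear call, values can overlap the other calls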;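 note: spot-positive cell cutoff set from DMSO-treated cells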
WT yeast gro inh mutant strain: also measured in WT yeast gro inh; calls as there; inhibition, %; mitochondrial fusion phenotypic screen, mutant strain inhibition
Autophagy HCS cell loss 18 h: further read-out of Autophagy HCS, marked with its call; toxicity, %; measured here: cell loss, nuclei count;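 cell loss after 18 h compound exposure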
NTR1 agonist cell count 20 µM: recorded beside NTR1 agonist, whose call it bears; cell count; measured here: cell count, cytotoxicity flag
Dengue-2 NS5 capping pilot replicate: recorded beside Dengue-2 NS5 capping, whose call it bears; inhibition, %; measured here: pilot screen replicate inhibition
* = called active by the depositor; i = inactive; ? = inconclusive; / = not tested or not shown; [ ] = remark or other dose.

SMILES	GPR35 antagonists	AID2073	UTI89 phage lysis	WT yeast gro inh	WT yeast gro inh mutant strain	Dengue-2 NS5 capping	RSV CPE inhibition	LYP inhibition	NTR1 agonist	NTR1 agonist cell count 20 µM	Autophagy HCS	Autophagy HCS cell loss 18 h	others
CC(C)(C)c1ccc(/C=C2\SC(=O)N(CCNC(=O)c3cccc(S(=O)(=O)N4CCOCC4)c3)C2=O)cc1	-2%	8%	3.9%	9	5	-7%	1.5%	8%	4.9	38	i	7
CCOCCCn1c(SCC(=O)Nc2ccccc2OC)nc2ccccc2c1=O	2%	-1%	1.1%	/	/	-5%	6.6%	0%	2.4	63	/	/
CC(=O)N1c2ccc(S(=O)(=O)N3CCCC3C(=O)NCc3ccc(Cl)cc3)cc2CC1C (centres undefined)	2%	-3%	3.7%	/	/	1%	-2.4%	-14%	2.4	62	/	/
CN1CCN(C(=O)c2cc(COc3c(F)cccc3F)on2)CC1c1ccccc1 (centres undefined)	4%	12%	-0.7%	79*	73*	-3%	0.2%	-2%	1.5	62	i	0
COc1ccc(CCNC(=O)/C=C/c2ccco2)cc1OC	6%	-6%	0.2%	/	/	-9%	0.4%	-12%	-0.4	64	/	/	Dengue-2 NS5 capping pilot replicate=-4.9
COc1cccc(NC(=O)CNC(C)CCC(C)C)c1 (centres undefined)	8%	8%	-0.1%	7	-15	-6%	-1.3%	-1%	-0.8	31	i	-5
CSc1ccc(CN2CCCC(CO)(Cc3ccccc3)C2)cc1 (centres undefined)	2%	0%	0.6%	22	23	-11%	1.1%	-7%	-0.2	88	i	2
c1ccc(-c2noc(CC3CCCCC3)n2)nc1	12%	1%	2.9%	10	9	-10%	0.9%	-6%	0.1	58	i	-5
CN1CCN(C(=O)/C(C#N)=C/c2ccc(OC(F)F)cc2)CC1	-6%	12%	-0.1%	/	/	-9%	/	-5%	/	/	/	/
O=C(NC1CC(=O)N(c2ccccc2)C1)N1CCN(C(=O)c2ccco2)CC1 (centres undefined)	/	/	0.5%[50 µM]	/	/	-3%	-0.9%	/	-1.0	63	/	/
Cc1noc2ncnc(Oc3cc(Cl)ccc3Cl)c12	-17%	-7%	0.0%	-1	1	4%	1.1%	4%	0.6	45	i	19
CC1(C)CC(=O)C(C=NCCCO)=C(O)C1	17%	1%	-0.8%	2	-10	-1%	2.0%	-7%	-0.2	57	i	-14
O=C(c1cc(Br)ccc1Cl)N1CCN(c2ncccn2)CC1	0%	11%	0.0%	/	/	0%	8.9%	-4%	0.6	82	/	/
C=CCNS(=O)(=O)c1cccc2cc(C(=O)O)c(O)cc12	4%	48%	-0.1%	17	15	8%	1.0%	-6%	1.5	81	i	27
C[C@]12CC[C@@H]3c4ccc(O[C@@H]5O[C@H](C(=O)O)[C@@H](O)[C@H](O)[C@H]5O)cc4CC[C@H]3[C@@H]1C[C@@H](O)[C@@H]2O	-2%	-11%	5.9%	/	/	-3%	-2.7%	-1%	2.0	59	/	/
O=C(NC(=S)Nc1ccc(NC(=O)c2cccs2)cc1)c1cc2ccccc2o1	/	-4%	-14%	9	11	-4%	7.7%	-2%	1.1	58	i	9
CC1(C)CC2CC(C)(CN2S(=O)(=O)c2cccc(C(=O)OCC(N)=O)c2)C1 (centres undefined)	/	/	0.0%[50 µM]	/	/	-4%	-1.2%	/	-0.3	70	/	/
CC1(C)NC(=O)N(CN2C(=O)NC(C)(C)C2=O)C1=O	-13%	-1%	-0.1%	-22	4	-23%	-0.4%	-6%	-0.1	63	i	4
CC(=O)c1cc(-c2ccccc2)n(CC(=O)NC(C)(C)C)c1C	6%	-11%	0.1%	-5	2	-7%	0.5%	-2%	-0.3	78	i	18
CC(C)(C)c1ccc(S(=O)(=O)CC(O)CSc2nc3c(cc2C#N)CCCC3)cc1 (centres undefined)	2%	5%	3.4%	3	-4	-3%	?	3%	27	100	i	-8
CCOC(=O)c1nc2cc3n(c(CC(C)C)c-2c1C)CC(C)=C3C	8%	8%	0.1%	6	-6	-11%	-1.0%	-2%	-2.6	86	i	22
Cc1c(NC(=O)NCCN2C(=O)C3C4C=CC(C4)C3C2=O)c(=O)n(-c2ccccc2)n1C (centres undefined)	-5%	-6%	6.8%	12	10	9%	0.8%	-10%	3.6	55	i	10
O=[N+]([O-])c1ccc(COn2nnc3ccccc32)cc1	-3%	-2%	0.5%	6	8	-1%	0.3%	0%	0.2	61	i	7
Cc1ccccc1OCC(=O)Nc1ccc(S(=O)(=O)Nc2onc(C)c2C)cc1	0%	6%	-0.1%	/	/	-5%	0.2%	-2%	-1.8	32	/	/
O=C(N=C1SC2CS(=O)(=O)CC2N1CCc1ccccc1)C1CC1 (centres undefined)	8%	1%	0.3%	/	/	-11%	0.9%	-9%	0.3	56	/	/
CC1CCc2nn(CC(=O)NCc3ccc(F)cc3)cc2C1 (centres undefined)	3%	4%	3.4%	9	-1	-1%	1.6%	3%	10	60	/	/
COc1ccc(-c2nn(CCC#N)cc2C(=O)Nc2ccccn2)cc1OC	-2%	5%	0.1%	/	/	-1%	-0.4%	3%	0.5	60	/	/
Oc1ccc2ccccc2c1CN1CCOCC1	-7%	-23%	0.0%	/	/	11%	1.8%	-8%	0.3	60	/	/
O=C(NCCCn1cccn1)C1CCC(=O)N(Cc2cccc(C(F)(F)F)c2)C1 (centres undefined)	-6%	-5%	0.2%	/	/	7%	1.2%	-5%	0.4	65	/	/
CS(=O)(=O)N1CCc2cc(S(=O)(=O)Nc3ccc4oc5c(c4c3)CCCC5)ccc21	-14%	-12%	-0.2%	22	2	-3%	0.7%	1%	20	55	i	5
CC(COc1cccc2ccccc12)CN1CCN(C)CC1 (centres undefined)	58%	-12%	1.0%	1	10	3%	-2.7%	-4%	0.0	66	i	-16
CCc1nnc(NC(=O)CSc2nc(SC)ns2)s1	12%	-4%	-0.2%	-8	-20	-2%	2.6%	-2%	0.5	62	i	-8
O=C(Nc1cccc(F)c1)c1c(O)c2cccc3c2n(c1=O)CCC3	-1%	36%	/	12	0	/	-0.5%	-6%	0.4	51	i	8
O=C1NC(c2ccc(Cl)cc2)=COc2ccccc21	-12%	2%	0.1%	-3	11	-8%	0.0%	-3%	0.3	60	i	1
COc1cc(NS(=O)(=O)c2cc(C)ccc2OC)c(OC)cc1Cl	-4%	18%	3.6%	11	7	2%	2.0%	4%	0.6	60	i	3
CC(NC(=O)CSc1ccccc1)c1ccccc1 (centres undefined)	2%	-4%	0.2%	/	/	-1%	0.7%	-9%	1.1	54	/	/
Cc1ccc(Sc2c(C)nn(C(=O)C3CC3)c2C)cc1	19%	3%	-0.4%[50 µM]	85*	39*	-5%	-0.7%	-11%	/	/	i	29
O=C(Nc1ccccc1N1CCN(c2ccc(F)cc2)CC1)C1CCCCC1	-8%	4%	-0.6%	23	3	1%	/	0%	/	/	i	1
Cc1cccc(NC(=S)N/N=C/c2ccc([N+](=O)[O-])s2)c1	-14%	20%	-7.5%	9	-5	-37%	6.3%	-4%	3.4	58	i	-18
CCN1CCN(CC(=O)Nc2ccc(N(C)C)cc2)CC1	5%	0%	0.9%	/	/	1%	0.5%	-9%	-0.5	78	/	/
COC(=O)[C@@H](NC(=O)Nc1ccc(C(C)=O)cc1)C(C)C	2%	3%	8.1%	0	-21	1%	1.0%	-1%	0.9	80	i	-10
COC(=O)c1sc2nc(SCc3ccccc3C#N)n(N)c(=O)c2c1C	7%	20%	-0.2%	-3	-10	6%	-0.1%	-2%	2.0	51	i	-8
O=c1[nH]c2ccc(Cl)cc2c(-c2ccccc2)c1CN1CCOCC1	12%	-1%	-1.0%	7	2	-1%	5.5%	-7%	3.1	40	i	10
O=C(NCCN1CCN(Cc2ccccc2)CC1)c1ccc(CS(=O)(=O)c2ccc(Br)cc2)o1	1%	-8%	0.0%	/	/	-8%	-1.3%	1%	0.2	54	/	/
Cc1ccccc1NC(=O)CN1C(=O)CSc2ccc(S(=O)(=O)N3CCCC3)cc21	0%	5%	0.0%	/	/	5%	0.9%	-6%	1.3	69	/	/

Entries listed so far containing a Cl atom (6):
SMILES	GPR35 antagonists	AID2073	UTI89 phage lysis	WT yeast gro inh	WT yeast gro inh mutant strain	Dengue-2 NS5 capping	RSV CPE inhibition	LYP inhibition	NTR1 agonist	NTR1 agonist cell count 20 µM	Autophagy HCS	Autophagy HCS cell loss 18 h	others
CC(=O)N1c2ccc(S(=O)(=O)N3CCCC3C(=O)NCc3ccc(Cl)cc3)cc2CC1C (centres undefined)	2%	-3%	3.7%	/	/	1%	-2.4%	-14%	2.4	62	/	/
Cc1noc2ncnc(Oc3cc(Cl)ccc3Cl)c12	-17%	-7%	0.0%	-1	1	4%	1.1%	4%	0.6	45	i	19
O=C(c1cc(Br)ccc1Cl)N1CCN(c2ncccn2)CC1	0%	11%	0.0%	/	/	0%	8.9%	-4%	0.6	82	/	/
O=C1NC(c2ccc(Cl)cc2)=COc2ccccc21	-12%	2%	0.1%	-3	11	-8%	0.0%	-3%	0.3	60	i	1
COc1cc(NS(=O)(=O)c2cc(C)ccc2OC)c(OC)cc1Cl	-4%	18%	3.6%	11	7	2%	2.0%	4%	0.6	60	i	3
O=c1[nH]c2ccc(Cl)cc2c(-c2ccccc2)c1CN1CCOCC1	12%	-1%	-1.0%	7	2	-1%	5.5%	-7%	3.1	40	i	10
